uPA surface inh: inhibitors of cell surface uPA generation | cell surface uPA generation assay, qHTS | Potency, µM (series often up to 38.3 µM), inactives show top-dose activity change, negative = inhibition, actives largely listed as inhibitors | hit rate 0.31% among 330,000 | AID 540303; active = well fitted inhibition curve with a large enough effect; inconclusive = small, poorly fitted or top-dose-only effect; inactive = no such curve, though single readings can be large or run the other way; tested in mouse RAW 264.7 cells; note: potency is the fitted concentration of half-maximal effect; % is set by controls: 0 for no effect and ±100 for the full control effect; nearly all actives have a fitted effect of over 55% in size
PTAP TSG101 blk: blocks PTAP/TSG101 interaction to inhibit HIV-1 budding. Q99816. Fluorescence polarization, FITC-PTAP peptide / Tsg101 binding. Potency, µM (top dose mostly 115 µM), for inactives: top-dose activity change, negative = inhibition, actives largely listed as inhibitors. 340,000 tested, under 10 active. AID 493005; active = well fitted inhibition curve with a large enough effect in the main read-out, with a control signal flat, not every such curve was filed as active; inconclusive = small, poorly fitted or top-dose-only effect, or effect the other way, or a change in a side signal; inactive = no such curve, though single readings can be large or run the other way; note: potency is the fitted concentration of half-maximal effect; % of control where 0% means no effect
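Steps: Tsg101 binding domain dispensed (10 uM final), compounds pinned in DMSO, FITC-labeled PTAP-motif peptide added (50 nM final); after 20 min binding at room temperature, polarization measured.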
ASM inhibitor: blocks human secretory acid sphingomyelinase; AID 504937; hit rate 0.006% among 340,000; placental ASM, HMU-PC fluorogenic substrate, 60 min; P17405; Potency, µM (doses to about 57.5 µM), for inactives: at the highest dose activity change, negative = inhibition, most hits filed as inhibitors; note: potency is the fitted concentration of half-maximal effect
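Fluorescence read-out (Ex 386 nm, Em 447 nm) after stopping the reaction at pH 10. Enzyme: ASM from human placenta; substrate HMU-PC0, 9 uM final; 60 min, 37 °C. Compound preincubation 10 min, ambient temperature.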
Eya2 phos inh: blocks the phosphatase activity of human Eya2 | O00167 | recombinant Eya2, OMFP fluorescence dephosphorylation (OMFP is methylfluorescein phosphate) | Potency, µM (highest dose often 76.9 µM), for the others: top-dose activity, negative = inhibition, usual class: inhibitors | hit rate 0.006% among 330,000 | AID 488837; note: potency is the fitted concentration of half-maximal effect; % is set by controls: 0 for no effect and ±100 for the full control effect
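Eya2 (0.2 uM) preincubated 10 min at ambient with compound, then OMFP substrate added at 50 uM; 10 min reaction in 50 mM HEPES pH 7.5, 50 mM NaCl, 5 uM MgCl2, 0.05% BSA, 1 mM DTT. Fluorescence read at Ex 485/Em 525 nm.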
p53 reactivator: restores transcriptional activity of mutant p53. H1299 p53-A138V BP100-luciferase reporter, luminescence, 24 h. Potency, µM (series often up to 92.2 µM), for the others: top-dose activity change, positive = activation, hits mostly activators. hit rate 0.063% among 320,000. AID 504706; note: potency is the fitted concentration of half-maximal effect; % of control where 0% means no effect; nearly all actives have a fitted effect of over 45% in size
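p53-null H1299 cells stably carrying temperature-sensitive p53-A138V and a BP100-luciferase reporter were pinned with compounds (4-point, 1:5 series) and held 24 hrs at 37 deg C. Luminescence was read 10 min after detection reagent.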
B2AR arrestin: recruits beta-arrestin to the human beta2-adrenergic receptor; beta-arrestin recruitment to beta2AR, cell-based reporter; Potency, µM (titrated, usually from 46.1 µM), inactives show top-dose activation, most hits filed as activators; hit rate 0.02% among 330,000;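 note: potency is the fitted concentration of half-maximal effect; 0% = DMSO controls and full agonism = EC100 isoproterenol or metaproterenol; nearly all actives have a fitted effect of over 65% in size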
USP2a inh: blocks human ubiquitin-specific protease USP2a; hit rate 0.01% among 330,000; Potency, µM (doses to about 38.3 µM), for inactives: at the highest dose activity change, negative = inhibition, hits mostly inhibitors; USP2 core, Ub-CHOP2 coupled fluorogenic reporter, 485/531; O75604;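 note: potency is the fitted concentration of half-maximal effect; plate controls were DMSO wells for no effect and full inhibition by NEM control for full effect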
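Deubiquitinase activity read as fluorescence (485/531 nm) after Ub-CHOP2 cleavage activates the enterokinase reporter on its substrate; USP2 core 10nM, Ub-CHOP2 and substrate 25nM each, 30min compound preincubation then 60min RT; data normalized to NEM, curves fitted.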
BRCA1 expr act: increases BRCA1 expression; Potency, µM (highest dose often 46.1 µM), inactives show at the top dose activation, most hits filed as activators; hit rate 1.1% among 380,000; MCF7-BRCA1-FFLuc reporter, luminescence, 48 h; response scale: scaled: vehicle 0%, 10 µM genistein 100%; note: potency is the fitted concentration of half-maximal effect; nearly all actives have a fitted effect of over 80% in size; some results filed as inactive show a strong effect at the top dose
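Compounds are tested at multiple concentrations on MCF7 BRCA1-luciferase reporter cells seeded at 2000 per well; after 48 h, a single luminescence end-point is taken and curves fitted to the normalized data.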
ELG1 genotox: genotoxicity induction in ELG1-luciferase HEK293T cells; HEK293T ELG1-luciferase reporter, luminescence, 16 h; Potency, µM (top dose mostly 46 µM), for the others: at the highest dose activity change, positive = activation, actives largely listed as activators; hit rate 1.3% among 330,000; note: potency is the fitted concentration of half-maximal effect; % of control where 0% means no effect; nearly all actives have a fitted effect of over 60% in size
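ELG1-luciferase HEK293T cells, 2,000/well; compound pinned in; 16 hr, 37 °C, 5% CO2; ONE-Glo, 30 min RT; luminescence on CCD imager.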
TRPV1 agonist: activates the human vanilloid receptor TRPV1. Q8NER1. TRPV1-expressing cells, Fluo-8 calcium influx, agonist mode. activation, % at 8.33 µM. hit rate 0.19% among 320,000. AID 540275; in the data active = activation above about 80%; inconclusive = between about 30% and that limit; note: 0% is about no effect
Target sequence (Q8NER1 whole entry, looked up): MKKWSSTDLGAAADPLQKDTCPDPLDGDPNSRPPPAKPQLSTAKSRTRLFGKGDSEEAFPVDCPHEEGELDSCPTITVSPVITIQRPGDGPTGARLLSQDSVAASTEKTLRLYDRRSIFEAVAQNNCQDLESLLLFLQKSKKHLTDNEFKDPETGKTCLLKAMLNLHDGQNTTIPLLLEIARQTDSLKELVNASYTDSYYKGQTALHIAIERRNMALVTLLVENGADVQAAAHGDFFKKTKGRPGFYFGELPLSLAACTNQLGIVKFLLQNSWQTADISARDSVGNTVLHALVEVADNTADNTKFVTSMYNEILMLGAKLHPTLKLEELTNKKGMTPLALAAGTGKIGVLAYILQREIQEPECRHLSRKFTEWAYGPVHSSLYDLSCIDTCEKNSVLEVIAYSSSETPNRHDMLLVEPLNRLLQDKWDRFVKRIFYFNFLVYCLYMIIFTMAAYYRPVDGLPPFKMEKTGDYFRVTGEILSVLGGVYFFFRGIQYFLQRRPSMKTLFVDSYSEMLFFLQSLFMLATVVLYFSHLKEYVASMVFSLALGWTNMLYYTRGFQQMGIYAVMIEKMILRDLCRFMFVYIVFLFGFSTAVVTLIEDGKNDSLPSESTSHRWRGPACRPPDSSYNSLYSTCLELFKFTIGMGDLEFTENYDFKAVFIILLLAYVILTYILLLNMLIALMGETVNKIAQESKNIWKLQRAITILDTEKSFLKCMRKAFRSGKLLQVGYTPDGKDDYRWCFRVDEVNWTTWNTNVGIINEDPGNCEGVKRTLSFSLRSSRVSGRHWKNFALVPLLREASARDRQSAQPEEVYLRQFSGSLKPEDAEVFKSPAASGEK
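Cells expressing TRPV1 were dye-loaded with Fluo-8 and read kinetically: 10 s baseline, 3 min after compound (agonist portion), then 2 min after EC20 capsaicin (allosteric enhancer portion). Calcium-bound dye fluorescence at 480/520 nm.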
Integrin act MD: integrin-mediated muscular dystrophy alleviation activation | alpha7betagal myoblasts, beta-gal FDG fluorescence, 48 h | Potency, µM (highest dose often 38.3 µM), without a hit: top-dose activation, hits mostly activators | hit rate 0.064% among 350,000 | AID 624291;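 note: potency is the fitted concentration of half-maximal effect; 100% = response of the positive control SU9516; nearly all actives have a fitted effect of over 60% in size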
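Alpha7betagal+/- myoblasts (passage 13) were plated 16-24 hr, then exposed to compounds (1:260 dilution of DMSO stock) for 48 hours at 37C. After MPER lysis, β-galactosidase reporter activity was read as FDG fluorescence (ex 480/em 540) after 30 minutes.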
Numbers without * were called inactive; ? = inconclusive; . = no result given; [ ] = another dose, or the depositor's remark. Unless noted, calls come from the whole dose curve; as a rule, active = well fitted curve in the direction sought with a large enough effect; inconclusive = small, poorly fitted or top-dose-only effect, or another doubt; inactive = no such curve, though single readings can be large; an effect the other way counts as inactive or inconclusive.

The line under a structure holds: uPA surface inh	PTAP TSG101 blk	ASM inhibitor	Eya2 phos inh	p53 reactivator	B2AR arrestin	USP2a inh	BRCA1 expr act	ELG1 genotox	TRPV1 agonist	Integrin act MD
1) COc1ccc(C(=O)Nc2ccc3c(c2)OCCO3)cc1Br
  ?	-4%	-4%	3%	.	-0.8%	1%	?	?	?	21%
2) O=C(CCN1CCCCC1)NCNC(=O)CCN1CCCCC1
  1%	3%	4%	9%	14%	0.3%	0%	-20%	-5%	1	-14%
3) CCCCCCCCN1[C@@H](CC(=O)O)c2ccc(C(F)(F)F)cc2S1(=O)=O
  -20%	-8%	9%	.	.	.	.	-3%	.	.	10%
4) Cc1ccc(C(=O)N(CC(=O)NC2CCCC2)c2ccc(F)cc2)s1
  23%	-4%	5%	-2%	-2%	0.0%	0%	-27%	-1%	8	-10%
5) COc1cccc(NC(=O)CN(C)C(=O)c2ccc(N3CCOCC3)c([N+](=O)[O-])c2)c1
  -7%	-3%	-2%	-6%	3%	0.0%	3%	5%	4%	2	15%
6) NC(=O)c1ccccc1NC(=O)COc1ccc(Cl)cc1
  -71%	-2%	4%	15%	?	0.4%	-1%	?	?	25	-11%
7) COC(=O)/C=C1/SC(=NC(=O)c2ccc(F)cc2)NC1=O
  5%	-4%	-5%	-29%	-2%	0.4%	0%	9%	-3%	-1	-4%
8) O=C(CCC(=O)Nc1ccccc1)NNS(=O)(=O)c1ccc(Cl)cc1
  -13%	1%	1%	-16%	-2%	-0.1%	2%	7%	1%	0	-22%
9) NC(=O)C1(Nc2ccc(C(=O)O)cc2)CCCC1
  -1%	0%	4%	.	.	.	.	0%	.	.	6%
10) CN(C1CC(C)(C)NC(C)(C)C1)S(=O)(=O)CC12CCC(CC1=O)C2(C)C (centres undefined)
  1%	-4%	1%	5%	-6%	-1.4%	2%	4%	0%	0	4%
11) Cc1cc(C)c2cc(CN(Cc3ccc4c(c3)OCO4)Cc3nnnn3Cc3ccco3)c(=O)[nH]c2c1
  -9%	0%	-13%	-3%	-23%	-0.6%	-2%	-45%	-8%	-1	21%
12) O=c1[nH]c(-c2ccncc2)nc2ccccc12
  0%	-2%	2%	-10%	-9%	0.0%	-11%	0%	-2%	-1	-1%
13) COc1ccc(OC)c(C2=NOC(C(=O)Nc3c(C)n(C)n(-c4ccccc4)c3=O)C2)c1 (centres undefined)
  17%	1%	2%	2%	-1%	-0.6%	-1%	0%	0%	-3	-3%
14) CC(C)(C)OC(=O)N1CCCC(C(=O)Nc2cccc(C(=O)NCCCc3ccccc3)c2)C1 (centres undefined)
  -15%	-4%	-2%	.	.	.	.	2%	.	.	-14%
15) COc1ccc(Cl)cc1C(=O)OCC(=O)Nc1sccc1C(N)=O
  -6%	0%	1%	-3%	1%	-0.1%	4%	-27%	-1%	.	9%
16) CC1(O)c2ccccc2C(=O)N1Cc1ccccc1 (centres undefined)
  .	-1%	5%	8%	-4%	-0.9%	0%	-1%	1%	-4	14%
17) Nc1nc(CN2CCN(c3ccccc3F)CC2)nc(N2CCCc3ccccc32)n1
  2%	-1%	1%	-20%	-9%	-0.1%	3%	38%	-6%	4	-8%
18) N/C(=N\OC(=O)C1CC1)c1ccc([N+](=O)[O-])s1
  -7%	-3%	-2%	1%	4%	0.3%	0%	-18%	-5%	4	-25%
19) Cc1cccc(-c2noc(CN(C)C(=O)c3ccoc3C)n2)c1
  3%	-1%	2%	-14%	9%	0.4%	2%	59%	1%	2	-2%
20) Cc1ccc(Cl)cc1NC(=O)C(=O)N1CCCCC1
  2%	-2%	8%	-5%	0%	0.0%	0%	22%	8%	9	4%
21) COc1cccc(COc2ccccc2C2Nc3ccc(Br)cc3C(=O)N2NC(=O)c2ccncc2)c1 (centres undefined)
  -3%	2%	1%	9%	4%	-1.1%	4%	-34%	3%	8	13%
22) Cn1cc([N+](=O)[O-])c(C(=O)NC2CCCC2)n1
  2%	-3%	5%	12%	.	0.3%	1%	-3%	3%	-2	24%
23) CCC(C)c1ccccc1NC(=O)C(C)N(C)Cc1cccc(OC)c1 (centres undefined)
  2%	1%	1%	-14%	-2%	0.2%	2%	-35%	-11%	?	-16%
24) CC(C)(C)c1ccc(OCCC(=O)NCCc2ccc(S(N)(=O)=O)cc2)cc1
  -1%	-2%	-1%	6%	-2%	-0.2%	6%	-18%	-5%	-1	18%
25) CC1CCN(c2c(NCc3ccc(C(=O)NCC4COc5ccccc5O4)cc3)c(=O)c2=O)CC1 (centres undefined)
  5%	-2%	-7%	.	.	.	.	13%	.	.	26%
26) O=C(/C=C/c1ccc(O)c(O)c1)OC1C(O)CC(OC(=O)/C=C/c2ccc(O)c(O)c2)(C(=O)O)CC1O (centres undefined)
  2%	0%	-7%	-16%	2%	-0.8%	-1%	-15%	3%	1	1%
27) CCOC(=O)c1ccc(NC(=O)Cn2c(-c3nonc3N)nc3ccccc32)cc1
  11%	-8%	-1%	0%	-2%	0.1%	3%	-5%	?	-1	-6%
28) CCN(C(=O)Cn1c(=O)oc2ccccc21)c1cccc(C)c1
  0%	-4%	0%	8%	13%	0.3%	10%	-30%	2%	-11	20%
29) CN(C)C(=O)C1OC(C)(C)OC1C(=O)N(C)C (centres undefined)
  -2%	-7%	2%	15%	8%	-0.9%	5%	3%	-1%	0	-5%
30) COc1cc(CN2CCc3c([nH]c4ccccc34)C2)cc(OC)c1
  5%	-1%	1%	2%	.	-0.1%	-1%	-2%	-3%	10	-5%
31) C[C@H](NC(=O)C1CCN(S(=O)(=O)c2ccccc2)CC1)C(=O)NCc1ccc(Cl)cc1Cl
  -6%	-3%	3%	1%	3%	-1.0%	2%	3%	-11%	-2	-10%
32) CCC1CCc2sc(C(=O)OCC(=O)N(CCOC)c3c(N)n(Cc4ccccc4)c(=O)[nH]c3=O)cc2C1 (centres undefined)
  -27%	-1%	.	-8%	-7%	0.4%	0%	-56%	-5%	6	-8%
33) COc1ccc(C(=O)NCCc2ccc(S(N)(=O)=O)cc2)cc1OC
  -2%	1%	-1%	2%	-1%	-0.6%	3%	17%	1%	-3	16%
34) CC(On1nnc2ccc(S(=O)(=O)N3CCOCC3)cc21)C(=O)Nc1ccccc1F (centres undefined)
  2%	0%	-5%	-2%	-6%	-1.1%	-1%	-16%	4%	0	-17%
35) Cc1ccc(Nc2nc(N)nc(CSc3nccn3C)n2)c(C)c1
  3%	-5%	5%	-5%	26%	-0.3%	-1%	7.1µM*	15µM*	0	14%
36) CCCNCc1cc(OC)c(OCc2ccccc2)cc1Br
  -3%	-10%	-2%	-17%	-3%	3.2%	2%	-7%	3%	5	-35%
37) COCc1cc(C)nc(SCC(=O)NCc2ccco2)c1C#N
  0%	-10%	2%	-19%	3%	0.0%	0%	1%	0%	-1	14%[7.66 µM]
38) O=C(NC1=NCCS1)c1ccc([N+](=O)[O-])cc1Cl
  3%	0%	1%	-8%	13%	-0.2%	2%	9%	-2%	2	1%
39) CC(C)c1ccc(C2OCCCO2)cc1
  11%	-8%	0%	.	.	.	.	-13%	.	.	?
40) CCOC(=O)C1=C(SCC(=O)Nc2ccccc2)NC(=O)C(C#N)C12CCCCC2 (centres undefined)
  -2%	-3%	-5%	1%	-2%	-0.1%	1%	-4%	1%	23	-17%
41) COc1ccc(NC(=O)N(C)C[C@H]2Oc3ccc(NC(=O)c4ccncc4)cc3C(=O)N([C@H](C)CO)C[C@@H]2C)cc1
  4%	-5%	-15%	-29%	9%	-0.1%	3%	0%	4%	.	19%
42) CC1(C)OC1(C#N)c1ccccc1 (centres undefined)
  1%	0%	7%	.	.	.	.	2%	.	.	-23%
43) C=CCOc1ccccc1CNCc1cccnc1
  2%	-3%	-3%	-26%	3%	1.0%	1%	9%	-3%	2	-3%
44) CCCN(CC(=O)Nc1ccccc1OC)C(=O)c1cc2ccccc2o1
  0%	-4%	-2%	2%	-1%	0.5%	6%	-4%	-2%	10	8%

Source: PubChem BioAssay
